Screens (PubChem)
bIAP activator: bovine intestinal alkaline phosphatase activators, primary screen, biochemical, bovine IAP, CDP-star luminescence; AID 1016, 2008; hit rate 0.17% among 200,000; alkaline phosphatase, intestinal [Bos taurus]; activation factor at 20 µM; purified bovine IAP, 30 min; hits give high values; fold of DMSO-control signal, blank-subtracted;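 active = activation factor of 2 or more at 20 µM, a signal rise over negative controls twice the positive control's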
TNAP inh hi DEA: human TNAP enzyme inhibitors, primary screen, biochemical, luminescent, high phosphate acceptor level, uHTS; purified TNAP, CDP-star luminescence, 1 M DEA; Alkaline phosphatase, tissue-nonspecific isozyme (Homo sapiens), P05186; hit rate 0.03% among 200,000; AID 1135, 2008; inhibition, % at 20 µM;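 active = over 50% inhibition of tissue-nonspecific alkaline phosphatase at 20 µM in the single-dose screen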;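 also: plate controls were DMSO wells for no effect and EDTA-quenched wells as full inhibition for full effect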
Target sequence (P05186 whole entry, looked up): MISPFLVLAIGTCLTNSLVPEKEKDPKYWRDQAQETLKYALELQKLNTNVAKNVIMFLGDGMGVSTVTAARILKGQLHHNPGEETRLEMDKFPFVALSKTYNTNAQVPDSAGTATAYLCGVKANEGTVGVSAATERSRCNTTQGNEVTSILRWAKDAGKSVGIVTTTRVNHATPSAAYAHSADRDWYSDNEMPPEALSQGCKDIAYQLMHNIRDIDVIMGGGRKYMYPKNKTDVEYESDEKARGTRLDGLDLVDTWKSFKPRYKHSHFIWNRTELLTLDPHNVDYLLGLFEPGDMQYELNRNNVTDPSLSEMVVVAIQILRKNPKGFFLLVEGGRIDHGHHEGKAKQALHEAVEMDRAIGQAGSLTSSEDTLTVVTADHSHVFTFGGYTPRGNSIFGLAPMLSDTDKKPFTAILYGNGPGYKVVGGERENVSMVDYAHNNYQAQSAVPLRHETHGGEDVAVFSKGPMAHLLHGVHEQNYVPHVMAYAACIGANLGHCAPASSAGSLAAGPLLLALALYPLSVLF
NF-kB expr up: activators of NF-kB expression in neurons, primary screen, cell-based, HTS | human neuronal cells, NF-kB reporter expression; hits give high values | fold change at 12.5 µM | hit rate 1.6% among 190,000 | AID 1239, 2008; in the data active = fold change above about 3.3
APP 5'UTR act: activators of APP 5'UTR luciferase reporter, primary screen, SH-SY5Y cells; SH-SY5Y APP 5'UTR luciferase reporter, luminescence; zero percent = DMSO vehicle wells; activation, % at 2 µM; hit rate 1% among 190,000; AID 1276, 2008;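 active = activation above a set limit, based on mean plus 3 SD of controls, cut at about 140% in these data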; also: values of inactives mirror those of a sister screen read the other way
PMI act hi M6P: human PMI activators, high substrate, primary screen, biochemical, fluorescence intensity, near-saturating mannose 6-phosphate. hit rate 0.34% among 190,000. Mannose-6-phosphate isomerase (Homo sapiens), P34949. activation factor at 20 µM. coupled PMI enzyme assay, resazurin fluorescence, 20 min; hits give high values; 1 = untreated enzyme, 0 = substrate-free blank;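 active = activation factor of 2 or more at 20 µM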
Target sequence (P34949 whole entry, looked up): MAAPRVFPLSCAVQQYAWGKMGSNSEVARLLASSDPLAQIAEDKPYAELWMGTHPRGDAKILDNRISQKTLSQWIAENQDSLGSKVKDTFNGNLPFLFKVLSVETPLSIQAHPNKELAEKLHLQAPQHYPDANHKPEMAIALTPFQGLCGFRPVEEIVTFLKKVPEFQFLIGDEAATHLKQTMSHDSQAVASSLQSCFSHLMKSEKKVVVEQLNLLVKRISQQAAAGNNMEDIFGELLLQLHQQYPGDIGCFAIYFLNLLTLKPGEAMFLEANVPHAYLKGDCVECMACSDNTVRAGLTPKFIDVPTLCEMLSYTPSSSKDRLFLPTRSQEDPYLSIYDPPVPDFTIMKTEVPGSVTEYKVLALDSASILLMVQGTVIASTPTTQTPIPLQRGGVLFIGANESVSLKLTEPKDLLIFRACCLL
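Material: human phosphomannose isomerase with PGI, G6PDH, diaphorase coupling enzymes. Quantity: 15 ng/mL PMI. Medium: HEPES pH 7.4 buffer with MgCl2 and Tween-20. Reagent: Near-saturating mannose-6-phosphate, 1.0 mM. Compound: 20 µM single dose. Times: enzyme reaction with compound 20 min at room temperature. Detection: resorufin fluorescence at Ex 544/Em 590 nm.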
FLuc inhib CS: firefly luciferase enzyme inhibitors, primary screen, artefact control for luciferase-based inhibitor screens, biochemical, luminescence, ATPLite; 10 min; inhibition, % at 10 µM; hit rate 1.5% among 200,000; AID 1006, 2008;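 active = inhibition above about 50% when tested at 10 µM, limit read from the data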
TNAP act hi DEA: TNAP activators at high phosphate acceptor level, primary screen, biochemical, luminescence, uHTS; Alkaline phosphatase, tissue-nonspecific isozyme (Homo sapiens), P05186; purified TNAP, CDP-star luminescence, 1 M DEA, 30 min; hits give high values; 0 = EDTA background, 1 = DMSO-only activity; activation factor at 20 µM; 200,000 tested, under 10 active; AID 1136, 2008;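 active = activation factor at least 2 at 20 µM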
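Dosing: 20 µM single point. System: human TNAP. Amount: TNAP 1/800 final. Incubation: 30 min, room temperature. Read-out: TNAP activation factor scaled between EDTA and DMSO control wells. Signal: luminescence from CDP-star hydrolysis. Medium: 1 M DEA, pH 9.8, Mg2+, Zn2+. Control set: EDTA negative control, DMSO positive control.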
TNAP inh no acc: human TNAP enzyme inhibitors, primary screen, biochemical, luminescent, no phosphate acceptor, uHTS; purified TNAP, CDP-star luminescence, 30 min; hit rate 0.26% among 200,000; inhibition, % at 20 µM; Alkaline phosphatase, tissue-nonspecific isozyme (Homo sapiens), P05186;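 active = tissue-nonspecific alkaline phosphatase inhibition above about 50% at 20 µM in the single-dose screen, limit read from the data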;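 also: 0% = DMSO negative control and 100% = EDTA positive control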
FLuc act counter: FLuc activators, initial screening, artefact control for FLuc-dependent activation tests, biochemical, ATPlite luminescence; Luciferin 4-monooxygenase (Photinus pyralis), P08659; ATPlite luciferase biochemical, 10 min; 0 = ATP-free wells, 1 = DMSO control; activation factor at 10 µM; 200,000 tested, under 10 active; AID 1027, 2008;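 active = luciferase activation factor, scaled between plate controls, of at least 2 with compound at 10 µM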
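test system = cell-free luciferase reagent | medium = PBS as buffer for the ATP substrate | dosing = test compounds dosed from 2 mM stocks in 100% DMSO | incubation = 10 min at ambient temperature | detection = luminescence measurement of luciferase light output | benchmarks = low control with PBS replacing ATP, high control enzyme plus ATP without compound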
PMI act: activators of human PMI, primary screen, biochemical, fluorescence intensity, near-Km mannose 6-phosphate; purified human PMI, coupled resazurin fluorescence, 20 min; hits give high values; 1 = vehicle control, 0 substrate-free wells; hit rate 0.005% among 190,000; activation factor at 20 µM;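 active = activation factor of 2 or more at 20 µM, relative to plate controls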
* hit, by the source's call; nt = not tested or not shown.

Sequence of screens – bIAP activator	TNAP inh hi DEA	NF-kB expr up	APP 5'UTR act	PMI act hi M6P	FLuc inhib CS	TNAP act hi DEA	TNAP inh no acc	FLuc act counter	PMI act
> COCCNC(=S)N/N=C/c1ccc(N2CCOCC2)cc1
 : 1	-2.3	0.7	12.4	1	8.6	1	-1.7	0.9	0.9
> CCCCc1c(C)nn(-c2nnc3c4ccccc4n(C)c3n2)c1C
 : 0.9	-0.5	1.21	18.9	1	28.9	1	-7.4	0.7	1
> N#Cc1c(NC(=O)CN2CCN(C(=O)c3ccco3)CC2)sc2c1CCCCC2
 : 1	-6.3	0.84	-5.4	0.9	-4.0	1.1	-12.4	1	0.8
> CCOc1ccc(OCC)c(NC(=O)CSc2nc3c(c(=O)n(C)c(=O)n3C)n2CC)c1
 : 1	-1.2	0.34	-10.8	1	-4.3	1	-4.6	1	1
> O=C(Oc1c(Br)cc([N+](=O)[O-])cc1Br)c1cccnc1
 : 1	4.1	1.21	0.2	1.1	-2.9	1	-4.5	1	1.1
> CCOc1ccc(Br)cc1C(=O)Nc1ccc(C(=O)NCC(C)C)cc1
 : 1	-3.3	1.15	-21.3	1.1	-2.7	1	-3.3	1	1.2
> CC1Cc2ccccc2N1C(=O)CSc1nnc(-c2ccccc2)c(-c2ccccc2)n1 (stereo not drawn)
 : 0.9	-5.2	0.86	0.9	0.6	-6.0	1.1	-6.2	1.1	0.7
> NC(=O)Cn1c(=O)n(C2CCCCC2)c(=O)c2c3c(sc21)CCCCC3
 : 0.9	-1.3	0.88	9.2	0.9	-2.7	1	-8.5	1	0.8
> CS(=O)(=O)N(CC(=O)NCc1ccco1)c1ccccc1Cl
 : 1	0.6	1.11	-4.7	1.1	-5.5	1	-13.7	1.1	1
> O=S(=O)(c1ccc2ccccc2c1)N1CCCCC1
 : 0.7	-1.1	0.87	-0.9	1	-3.9	1	-8.4	1	1
> CCOc1ccc2nc(NCCNC(=O)Nc3cccc(C)c3)c(C#N)cc2c1
 : 1.8	-15.3	1.07	-0.1	0.6	-4.2	1.2	-57.4	1	1
> COc1ccc(S(=O)(=O)N2c3ccccc3OCC2C)cc1 (stereo not drawn)
 : 0.9	2.2	1.93	-95.6	1	-1.4	1	8.7	1	1
> CCC1(CC)NC(=O)N(CC(=O)OCC(=O)NC(=O)c2ccccc2)C1=O
 : 1.1	-5.8	1.21	-5.8	1.1	-4.7	1.1	-5.8	1	1.1
> CC(CS(=O)(=O)c1ccccc1[N+](=O)[O-])N1CCOCC1 (stereo not drawn)
 : 0.9	1.9	1.45	-6.5	0.9	-4.0	1	-1.5	1	0.9
> CCOC(=O)C(C)n1cnc2sc3c(c2c1=O)CCC3 (stereo not drawn)
 : 1.1	-1.1	1.04	-3.7	0.9	-3.7	1	10.3	1	1
> CCCCc1nc2sc3c(=O)n(N)cnc3c2c2c1CCCC2
 : 0.9	-2.7	1.37	-3.0	1.1	-9.9	1	-3.1	1.1	1
> O=C(O)C1C2C=CC(O2)C1C(=O)NCc1ccccc1Br (stereo not drawn)
 : 1	-2.1	1.18	3.1	0.9	-2.2	1	-5.6	1	0.9
> Cc1ccc(C)c(CSc2nnc(-c3cccnc3)n2N)c1
 : 1	-0.5	0.99	4.0	0.9	0.1	1	-7.2	1	1
> O=C(NC(=S)Nc1ccccc1)c1ccc(-c2ccccc2)cc1
 : 0.9	-0.8	0.74	28.0	1	9.0	1	4.6	0.9	0.9
> CCOC(=O)C1CCN(Cc2cccc(OC)c2)CC1
 : 1	-4.1	1.06	-21.5	0.9	-6.6	1	-15.1	1.1	0.9

2 compounds from above with just APP 5'UTR act:
| mol | APP 5'UTR act |
| --- | --- |
| O=C(Oc1c(Br)cc([N+](=O)[O-])cc1Br)c1cccnc1 | 0.2 |
| CCOc1ccc(Br)cc1C(=O)Nc1ccc(C(=O)NCC(C)C)cc1 | -21.3 |

The results go on.
Sequence of screens – bIAP activator	TNAP inh hi DEA	NF-kB expr up	APP 5'UTR act	PMI act hi M6P	FLuc inhib CS	TNAP act hi DEA	TNAP inh no acc	FLuc act counter	PMI act
> COc1cc(CNC(C)(C)CO)cc(Br)c1OCc1ccc(Cl)cc1Cl
 : 0.8	-2.2	0.84	9.2	0.9	-5.5	1	5.9	1.1	1
> Cc1ccc(CNC(=O)c2oc3ccc(S(=O)(=O)N4CCOCC4)cc3c2C)cc1
 : 1	-0.8	0.43	-0.1	1	-9.2	1	-2.4	1.1	0.9
> COc1ccc(-n2nc(C(=O)NCc3ccco3)c3c4ccccc4n(C)c3c2=O)cc1
 : 0.7	-0.7	1.03	-4.8	1	-2.1	1	-3.9	1	0.9
> COc1ccc(Oc2nc(OC)cc(OC)n2)cc1
 : 0.9	0.6	0.94	-18.2	1.1	0.4	1	-2.8	1	1.1
> Cc1ccc(S(=O)(=O)c2nnn(-c3cccc(F)c3)c2N)cc1
 : 0.8	-4.3	1.07	2.3	1.1	-5.3	1	4.4	1.1	1.2
> Oc1ccc(/C=N/N(Cc2ccccc2)c2ccccc2)cc1
 : 0.8	-6.2	0.88	13.4	0.8	-6.0	1.1	-5.3	1.1	0.8
> c1ccc(COc2cccc(CNCc3cccnc3)c2)cc1
 : 1.1	-3.9	1.2	3.8	1	-7.3	1	-5.3	1.1	1.1
> O=c1cc2ncc(-n3cc([N+](=O)[O-])cn3)cn2[nH]1
 : 1.1	2.4	1.05	-7.2	1	-0.9	1	-5.5	1	1
> CCC(=O)N1CCN(c2ccc(NC(=O)c3ccc([N+](=O)[O-])o3)cc2)CC1
 : 1	3.9	0.78	-48.5	0.9	0.1	1	0.0	1	0.9
> O=C(Nc1ccc(N=Nc2ccccc2)cc1)c1cccc(Cl)c1
 : 0.8	-4.2	1.23	-24.6	0.9	-3.6	1	-17.0	1	0.9
> O=C(Nn1cnnc1)c1ccccc1-c1ccccc1
 : 0.9	-6.5	0.93	-6.1	0.9	-8.4	1.1	-15.0	1.1	0.9
> Cc1cc2c(n1-c1ccc(Br)cc1)CC(C)(C)CC2=O
 : 1	-6.2	1.08	-0.8	1	-12.8	1.1	13.6	1.1	1.1
> Cc1cccc(C)c1NC(=O)Nc1ccc2c(c1)OCO2
 : 0.9	0.4	1.21	28.8	0.9	-0.7	1	-3.4	1	0.9
> Cc1cc(C(=O)Nc2sc3c(c2C#N)CCCC3)no1
 : 0.9	-1.0	3.14	92.1	0.9	83.7*	1	-12.6	0.2	0.7
> COc1ccccc1Oc1ccc(NC(=O)c2ccccc2)cc1
 : 0.8	-6.0	1.32	8.2	1	-2.7	1.1	-11.1	1	0.9
> O=C(N/N=C/c1cccc(Cl)c1Cl)Nc1ccccc1
 : 0.9	-0.6	1.15	20.1	1	-0.4	1	-13.3	1	1
> CCOC(=O)c1c(C)n(-c2ccc(C)cc2)c2ccc(OCC(O)CN3CCN(C)CC3)cc12 (stereo not drawn)
 : 1.9	-4.9	0.5	-2.4	1.1	-0.6	1	-24.7	1	1.2
> Cc1scc(C(=O)N/N=C/c2ccsc2)c1C
 : 1	-4.3	4.64*	69.5	1	83.8*	1	-6.8	0.2	1
> CCOC(=O)C1(Cc2ccccc2)CCN(Cc2cn(CC(=O)OC)c3ccccc23)CC1
 : 0.9	-11.2	1.06	6.6	0.9	-9.1	1.1	-12.2	1.1	0.9
> CCc1nc2cc(Cl)c(Cl)cc2[nH]1
 : 1	1.0	1.21	-22.7	1	3.9	1	-0.4	1	0.9
> CN(C)S(=O)(=O)c1ccc(Oc2ccc(S(=O)(=O)N(C)C)cc2)cc1
 : 1.1	-3.9	0.76	-7.9	1	-1.0	1	-4.7	1	1
> S=C(NC12CC3CC(CC(C3)C1)C2)N1CCOCC1
 : 1	-5.5	1.16	11.6	1	-0.2	1.1	-4.6	1	1
> CS(=O)(=O)N(CC(=O)N1CCCC1)c1ccc(Cl)c(Cl)c1
 : 1	-2.0	1.07	-9.2	1	-6.9	1	-7.9	1.1	1
> CC1=NN(c2ccc(C(=O)O)cc2)C(=O)/C1=C\c1ccc(OC(=O)c2cccs2)cc1
 : 1	18.1	1.11	-20.0	1	6.0	0.8	-6.8	0.9	1.1
> COc1cccc(C(=O)O/N=C(\N)c2ccncc2)c1OC
 : 0.9	-1.3	1.76	32.1	1	13.3	1	-7.3	0.9	1
> CCOC(=O)C1CCN(Cc2coc3ccc(Cl)cc3c2=O)CC1
 : 1	-2.9	1.09	2.5	1	-3.7	1	-15.8	1	1
> COc1ccc(N(CC(=O)NCc2ccc(C)cc2)S(=O)(=O)c2ccccc2[N+](=O)[O-])c(OC)c1
 : 1.1	-1.7	0.95	-22.6	0.9	-6.1	1	-0.3	1.1	0.9
> C=CCN(CC=C)S(=O)(=O)c1ccc(C(=O)Nc2sc3c(c2C(N)=O)CCCCC3)cc1
 : 0.8	-4.3	0.96	-11.7	1.1	-2.0	1	-5.5	1	1
> O=C(CCC1CCCC1)Nc1nnc(-c2ccc3c(c2)OCO3)s1
 : 0.9	-1.7	1.12	-11.4	1	-5.1	1	-21.0	1.1	0.9
> COc1ccc(C(=O)C(OC(=O)CNC(=O)c2ccco2)c2ccccc2)cc1 (stereo not drawn)
 : 1.1	-1.6	1.44	13.1	0.9	-1.6	1	-4.6	1	0.9
> CC(C)NC(=O)c1ccccc1NC(=O)C1CCCO1 (stereo not drawn)
 : 1	0.9	1.11	0.0	1.1	-5.7	1	-9.4	1.1	1
> Cc1ccc(C(=O)NCCNS(=O)(=O)c2ccccc2)cc1
 : 0.9	-2.5	1.02	9.8	1	-4.8	1	-0.2	1	1
> O=c1[nH]c(=O)n(C2CCCCCC2)c(O)c1C=NCc1ccc(F)cc1
 : 0.9	-5.6	0.83	-8.1	0.9	-4.8	1.1	-4.5	1	0.8
> COc1ccc(N(CC(=O)N2CCCCC2)S(=O)(=O)c2c(C)nn(C)c2C)cc1
 : 1	-5.2	1.02	-6.2	1.1	-1.8	1.1	-15.3	1	1.1
> CCn1c(SCc2cccc(C)c2)nnc1-c1ccccc1
 : 0.9	-4.2	0.98	-6.9	0.9	-2.4	1	-8.6	1	0.9
> COc1cccc2sc(Nc3nc4ccc(NC(C)=O)cc4s3)nc12
 : 0.9	-9.3	1.08	-14.1	1.2	9.4	1.1	-202.9	0.9	1.2
> CO/N=C/c1ccc(N2CCN(C(=O)c3cccc(C(F)(F)F)c3)CC2)c([N+](=O)[O-])c1
 : 0.9	-0.5	0.78	nt	0.9	-7.1	1	15.3	1.1	0.9
